Screens deposited in PubChem by National Center for Advancing Translational Sciences (NCATS).
IDH1 R132H inh – qHTS for Inhibitors of mutant isocitrate dehydrogenase 1 (IDH1): qHTS; Isocitrate dehydrogenase [NADP] cytoplasmic (Homo sapiens), O75874; IDH1-R132H enzyme, NADPH consumption, diaphorase/resazurin fluorescence; Potency, µM (series often up to 76.6 µM), for inactives: at the top dose activity change, negative = inhibition, hits mostly inhibitors; hit rate 0.093% among 390,000; note: % is set by controls: 0 for no effect and ±100 for the full control effect; nearly all actives have a fitted effect of over 65% in size
Target sequence (O75874 whole entry R132H, stated change not applied): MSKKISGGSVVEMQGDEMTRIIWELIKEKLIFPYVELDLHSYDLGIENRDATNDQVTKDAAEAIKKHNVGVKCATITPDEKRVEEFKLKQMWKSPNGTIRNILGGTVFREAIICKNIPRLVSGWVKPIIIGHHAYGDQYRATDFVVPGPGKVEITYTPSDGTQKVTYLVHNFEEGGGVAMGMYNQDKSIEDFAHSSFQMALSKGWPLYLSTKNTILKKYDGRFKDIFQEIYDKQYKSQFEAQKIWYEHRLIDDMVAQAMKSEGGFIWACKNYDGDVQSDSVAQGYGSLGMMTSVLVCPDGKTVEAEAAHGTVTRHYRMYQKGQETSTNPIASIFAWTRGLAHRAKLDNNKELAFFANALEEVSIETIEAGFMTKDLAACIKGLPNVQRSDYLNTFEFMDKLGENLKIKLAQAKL
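IDH1-R132H (0.5 ug/mL) preincubated 30 min with compound, then NADPH (0.016 mM) and alpha-KG (2 mM) added; 80 min at RT, pH 7.5. Remaining NADPH coupled via diaphorase/resazurin to fluorescence (540/590 nm); concentration-response curves normalized to no-enzyme control.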
rTrxR1 inhibitor – qHTS Assay for Inhibitors of Mammalian Selenoprotein Thioredoxin Reductase 1 (TrxR1): qHTS | Thioredoxin reductase 1, cytoplasmic (Rattus norvegicus), O89049 | recombinant rTrxR1, NADPH fluorescence consumption, selenite substrate | Potency, µM (top dose mostly 114 µM), for the others: at the highest dose activity change, negative = inhibition, usual class: inhibitors | hit rate 1% among 390,000 | AID 588453, 2011; note: % is set by controls: 0 for no effect and ±100 for the full control effect; nearly all actives have a fitted effect of over 65% in size
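Rat TrxR1 (90 nM in the dispensed reagent) was pre-reduced with 400 uM NADPH for 5 min at room temperature, then incubated with compound for 15 min. After 400 uM selenite was added, NADPH fluorescence (Ex 340/Em 450 nm) was followed for 8 min.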
12-LOX inh – Primary qHTS assay for inhibitors of human arachidonate 12S-lipoxygenase (ALOX12): Round 2; Potency, µM (doses to about 108 µM), for the others: at the highest dose activity change, negative = inhibition, hits mostly inhibitors; hit rate 1.1% among 580,000; AID 1671190, 2021; Polyunsaturated fatty acid lipoxygenase ALOX12 (Homo sapiens), P18054; purified 12hLO, xylenol orange hydroperoxide absorbance; note: % is set by controls: 0 for no effect and ±100 for the full control effect
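Hydroperoxide product was detected by ferrous iron/xylenol orange as the 573 to 405 nm absorbance ratio. Arachidonic acid at 40 uM (final) was turned over for 30 min at room temperature by 150 nM human 12hLO, pH 7.0 Hepes buffer, after 15 min compound preincubation.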
RXFP1 ag – qHTS Assay for Agonists of the Relaxin Receptor RXFP1; Relaxin receptor 1 (Homo sapiens), Q9HBX9; HEK293T-RXFP1 cAMP TR-FRET, 30 min; response scale: percent of porcine relaxin response, buffer zero; Potency, µM (series often up to 57.5 µM), for the others: top-dose activation, usual class: activators; hit rate 0.3% among 370,000; note: % is set by controls: 0 for no effect and ±100 for the full control effect; nearly all actives have a fitted effect of over 60% in size; many of its hits are not listed in these tables
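HEK293 cells stably expressing RXFP1, treated 30 min at 37C with compounds plus PDE4 inhibitor Ro 20174; cAMP measured by HTRF TR-FRET. Normalized to buffer and 29 nM porcine relaxin; EC50 by Hill fit.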
USP1-UAF1 inh – Inhibitors of USP1/UAF1: Primary Screen. recombinant USP1/UAF1, Ub-Rhodamine cleavage fluorescence. Potency, µM (highest dose often 57.1 µM), without a hit: at the top dose activity change, negative = inhibition, actives largely listed as inhibitors. hit rate 0.23% among 390,000. AID 743255, 2014; note: % is set by controls: 0 for no effect and ±100 for the full control effect; nearly all actives have a fitted effect of over 60% in size; inactives centre near -12
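USP1/UAF1 complex at 1 nM was preincubated with compound for 15 min at room temperature, then Ub-Rho substrate (150nM final) was added. Fluorescence (480/540 nm) was read kinetically, 6 reads every 60 seconds.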
TrxR1 substrate – qHTS Assay for Substrates of Mammalian Selenoprotein Thioredoxin Reductase 1 (TrxR1): qHTS | Thioredoxin reductase 1, cytoplasmic (Rattus norvegicus), O89049 | purified TrxR1 substrate turnover, NADPH consumption readout | Potency, µM (series often up to 114 µM), inactives show at the top dose activity change, negative = substrate turnover | hit rate 0.01% among 390,000 | AID 588456, 2011; note: % is set by controls: 0 for no effect and ±100 for the full control effect; nearly all actives have a fitted effect of over 50% in size
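Rat TrxR1, dispensed at 90 nM, was prereduced with 400 uM NADPH (final) for 5 min at ~22 deg C, then incubated with compound 15 min before 400 uM selenite. A first-read NADPH fluorescence drop versus no-compound background flagged substrates.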
Vif-APOBEC3G blk – qHTS for Inhibitors of Vif-A3G Interactions: qHTS. Potency, µM (series often up to 46.1 µM), for the others: at the top dose activity, negative = active, usual class: inhibitors. AID 602310, 2012. DNA dC->dU-editing enzyme APOBEC-3G (Homo sapiens), Q9HC16. HeLa A3G-eYFP + Vif (tagged APOBEC3G with the HIV-1 protein that degrades it), YFP fluorescence, overnight. hit rate 0.076% among 410,000;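 note: % is set by controls: 0 for no effect and ±100 for the full control effect; nearly all actives have a fitted effect of over 60% in size; hits raise eYFP signal because A3G escapes Vif-driven loss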
Target sequence (Q9HC16 whole entry, looked up): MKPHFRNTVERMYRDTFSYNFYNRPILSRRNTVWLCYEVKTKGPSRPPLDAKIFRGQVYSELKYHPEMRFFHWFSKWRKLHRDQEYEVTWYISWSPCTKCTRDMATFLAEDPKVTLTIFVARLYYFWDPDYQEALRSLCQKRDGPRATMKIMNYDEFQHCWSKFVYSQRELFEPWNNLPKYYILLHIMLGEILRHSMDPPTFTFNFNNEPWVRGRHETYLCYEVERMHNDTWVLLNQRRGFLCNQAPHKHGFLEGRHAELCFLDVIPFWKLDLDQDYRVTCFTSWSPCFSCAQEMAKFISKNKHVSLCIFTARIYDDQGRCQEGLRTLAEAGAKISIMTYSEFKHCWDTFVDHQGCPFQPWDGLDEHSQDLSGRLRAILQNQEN
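Read-out is eYFP fluorescence (Ex 488/Em 500-530) from Vif-expressing HeLa A3G-eYFP cells; more signal means A3G escaped Vif-mediated degradation. Cells plated overnight, compound pinned in, incubated overnight at 37 deg C.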
Vif-A3F inh – qHTS for Inhibitors of Vif-A3F Interactions: qHTS | HeLa A3F-eYFP + Vif (tagged APOBEC3F with the HIV-1 protein that degrades it), YFP fluorescence increase | Potency, µM (highest dose often 46.1 µM), for inactives: top-dose activity, negative = active | hit rate 0.2% among 390,000; note: % of control where 0% means no effect; nearly all actives have a fitted effect of over 65% in size
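Fluorescence increase (Ex 488/Em 500-530) after overnight compound treatment at 37 deg C flags inhibition of Vif-driven A3F-eYFP loss in stable HeLa A3F-eYFP/Vif cells seeded overnight beforehand.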
RGS4 inhibitor – Inhibitors of Regulator of G Protein Signaling (RGS) 4: qHTS | hit rate 0.039% among 390,000 | Potency, µM (series often up to 114 µM), inactives show top-dose activity change, negative = inhibition, most hits filed as inhibitors | Regulator of G-protein signaling 4 (Homo sapiens), P49798 | Transcreener GDP fluorescence polarization, RGS4-accelerated GTP hydrolysis; note: % is set by controls: 0 for no effect and ±100 for the full control effect; nearly all actives have a fitted effect of over 75% in size; some results filed as inactive show a strong effect at the top dose
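MLSMR compounds (23 nl, pin-transferred) preincubated 10 min at room temperature with a 500nM (2x) first reagent, then RGS4 at 900nM (2x) plus Transcreener GDP mix added; fluorescence polarization (620/688 nm) read before and after 90 min at 30 °C.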
Active calls of the source: *; u = inconclusive; x = not tested or not shown; [ ] = dose if it differs, or a comment. Calls come from the whole dose curve; as a rule, active = well fitted curve in the direction sought with a large enough effect; inconclusive = small, poorly fitted or top-dose-only effect, or another doubt; inactive = no such curve, though single readings can be large; an effect the other way counts as inactive or inconclusive. Potency is the fitted concentration of half-maximal effect. The list is partial. The share of hits here may be higher or lower than overall.

entry	Molecule	IDH1 R132H inh	rTrxR1 inhibitor	12-LOX inh	RXFP1 ag	USP1-UAF1 inh	TrxR1 substrate	Vif-APOBEC3G blk	Vif-A3F inh	RGS4 inhibitor
1	CCOc1cc(N2CCOCC2)c(OCC)cc1NC(=O)CSc1n[nH]c(N)n1	-0.4%	16.2%[57.1 µM]	1.2%	-3.3%	-23.9%	8.7%[57.1 µM]	-1.9%	-5.2%	8.9%
2	CC1CCC(NC(=O)C2c3ccccc3C(=O)N2Cc2cccs2)CC1 (stereo not drawn)	2.3%	-5.5%	-25.6%	-6.0%	-13.1%	-8.2%	-1.6%	5.9%	-2.8%
3	O=C(c1ccc(Cl)nc1)N1CCN(S(=O)(=O)c2ccc3c(c2)OCCO3)CC1	1.3%	16.1%	-37.8%	1.0%	-17.9%	2.8%	-6.8%	-0.1%	-10.0%
4	CCCc1nnc(NC(=O)CCC(=O)N2CCN(CCn3c(C)ccc3C)CC2)s1	5.1%	-5.9%	0.9%	0.4%	-16.2%	-1.2%	0.8%	x	-28.9%
5	Cc1ccc(NC(=O)CNc2ccc(Cl)cc2F)cc1	1.0%	-5.6%	u	2.0%	-10.5%	-2.7%	0.6%	-5.3%	-11.9%
6	O=C(CSc1nccn1Cc1ccco1)Nc1ccccc1	10.2%	8.8%	u	-2.2%	-6.8%	12.6%	-0.7%	-28.7%	5.6%
7	O=C(c1ccc(CS(=O)Cc2ccc(Cl)cc2)o1)N1CCN(c2ccccn2)CC1 (stereo not drawn)	1.0%	-15.3%	0.0%	2.4%	-10.6%	2.9%	0.8%	1.2%	1.1%
8	Cc1ccc(S(=O)(=O)N/N=C\c2cccnc2)cc1	0.3%	26.7%	0.2%	-0.6%	-10.0%	5.6%	1.0%	-7.9%	-2.4%
9	Cc1ccc2c(CNCc3ccc(C)o3)c(C(=O)O)n(Cc3ccccc3C)c2c1	8.2%	12.0%	-12.5%	0.7%	-22.3%	4.3%	0.3%	-0.3%	3.1%
10	O=C(NCCCn1ccnc1)C1CC2CCC1C2 (stereo not drawn)	-5.3%	6.2%	u	2.6%	-6.4%	0.4%	3.1%	-3.6%	-33.6%
11	O=C(CN1C(=O)C2C3c4ccccc4C(c4ccccc43)C2C1=O)Nc1ccccc1C(=O)O (stereo not drawn)	0.1%	-7.8%	-0.6%	-0.5%	-20.3%	-0.2%	-0.1%	-5.1%	-0.4%
12	Cc1ccc(/C=N/N2CCN(Cc3ccc(Cl)cc3)CC2)o1	0.1%	u	9.6%	-0.6%	-0.9%	-10.8%	0.4%	-18.7%	-49.8%
13	C/C(O)=C\c1nc2ccccc2oc1=O	-3.9%	u	0.0%	0.2%	-3.3%	-2.9%	6.5%	5.3%	19.1%[11.4 µM]
14	O=C(c1cccc(C(F)(F)F)c1)C1CCCN(C(=O)CCn2cnnn2)C1 (stereo not drawn)	2.3%	17.5%	30.9%[activator]	3.2%	-3.3%	0.0%	0.0%	-5.7%	-10.1%
15	CC(C)c1ccc(/C=N/NC(=O)c2nnn(-c3nonc3N)c2CSC2=NCCS2)cc1	0.6%	15.6%	-0.1%	-0.6%	-6.5%	-2.7%	-15.4%	-29.4%	-17.2%
16	COc1c(Cl)cc(C(=O)Nc2ccc(Cl)cn2)cc1Cl	4.3%	36.0%	0.0%	13.6%	-4.6%	10.2%	-7.4%	-10.3%	-19.1%
17	COc1cccc(C(=O)Nc2cc(C)nn2-c2ccccc2)c1OC	5.6%	15.2%	1.1%	2.2%	-19.0%	4.8%	-5.3%	-9.7%	-15.8%
18	Cc1ccc2c(c1)[C@H]1[C@H](CO2)[C@H](c2ccccc2)[C@]2(C)C(=O)N(C)CC(=O)N12	-7.4%	6.3%	u	x	1.3%	-3.6%	-4.2%	-5.2%	-16.2%
19	CC1CCCCN1CC(=O)Nc1sccc1C#N (stereo not drawn)	2.2%	-16.5%	0.0%	0.7%	3.0%	-15.9%	-1.5%	1.8%	-0.2%

Compound profiles, from the list above. Order of values: IDH1 R132H inh, rTrxR1 inhibitor, 12-LOX inh, RXFP1 ag, USP1-UAF1 inh, TrxR1 substrate, Vif-APOBEC3G blk, Vif-A3F inh, RGS4 inhibitor
Profile of Cc1ccc2c(CNCc3ccc(C)o3)c(C(=O)O)n(Cc3ccccc3C)c2c1 = 8.2%, 12.0%, -12.5%, 0.7%, -22.3%, 4.3%, 0.3%, -0.3%, 3.1%
Profile of CCCc1nnc(NC(=O)CCC(=O)N2CCN(CCn3c(C)ccc3C)CC2)s1 = 5.1%, -5.9%, 0.9%, 0.4%, -16.2%, -1.2%, 0.8%, x, -28.9%
Profile of CC1CCCCN1CC(=O)Nc1sccc1C#N (stereo not drawn) = 2.2%, -16.5%, 0.0%, 0.7%, 3.0%, -15.9%, -1.5%, 1.8%, -0.2%
Profile of Cc1ccc(NC(=O)CNc2ccc(Cl)cc2F)cc1 = 1.0%, -5.6%, u, 2.0%, -10.5%, -2.7%, 0.6%, -5.3%, -11.9%
Profile of O=C(c1cccc(C(F)(F)F)c1)C1CCCN(C(=O)CCn2cnnn2)C1 (stereo not drawn) = 2.3%, 17.5%, 30.9%[activator], 3.2%, -3.3%, 0.0%, 0.0%, -5.7%, -10.1%

Structural class, the compounds so far containing a COOH group
entry	Molecule	IDH1 R132H inh	rTrxR1 inhibitor	12-LOX inh	RXFP1 ag	USP1-UAF1 inh	TrxR1 substrate	Vif-APOBEC3G blk	Vif-A3F inh	RGS4 inhibitor
9	Cc1ccc2c(CNCc3ccc(C)o3)c(C(=O)O)n(Cc3ccccc3C)c2c1	8.2%	12.0%	-12.5%	0.7%	-22.3%	4.3%	0.3%	-0.3%	3.1%
11	O=C(CN1C(=O)C2C3c4ccccc4C(c4ccccc43)C2C1=O)Nc1ccccc1C(=O)O (stereo not drawn)	0.1%	-7.8%	-0.6%	-0.5%	-20.3%	-0.2%	-0.1%	-5.1%	-0.4%

As entered above:
#2 – Vif-APOBEC3G blk: -1.6%
#7 – rTrxR1 inhibitor: -15.3%
